MITF primary: human MITF inhibition, primary screen | O75030 | AlphaScreen MITF homodimerization, bead proximity signal | inhibition, % at 2.6 µM | hit rate 0.91% among 650,000 | AID 1259374; in the data active = inhibition above about 50%;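 note: 0% = vehicle wells with protein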
TEAD-YAP inh: TEAD-YAP interaction inhibition; hit rate 1.4% among 640,000; inhibition, % at 9.12 µM; HEK-TIYL cells, TEAD-Gal4/YAP UAS-luciferase luminescence; AID 1259422; in the data active = inhibition above about 32%;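 note: 0% = median of test compound wells and 100% = reference inhibitor wells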
GPR151 activ: activators of human GPR151; Q8TDV0; PathHunter beta-arrestin GPR151 cells, luminescence; activation, % at 11.2 µM; hit rate 1% among 650,000; AID 1508602; in the data active = activation above about 4.9%;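 note: 0% = median of compound wells and 100% = cells with positive control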
Target sequence (Q8TDV0 whole entry, looked up): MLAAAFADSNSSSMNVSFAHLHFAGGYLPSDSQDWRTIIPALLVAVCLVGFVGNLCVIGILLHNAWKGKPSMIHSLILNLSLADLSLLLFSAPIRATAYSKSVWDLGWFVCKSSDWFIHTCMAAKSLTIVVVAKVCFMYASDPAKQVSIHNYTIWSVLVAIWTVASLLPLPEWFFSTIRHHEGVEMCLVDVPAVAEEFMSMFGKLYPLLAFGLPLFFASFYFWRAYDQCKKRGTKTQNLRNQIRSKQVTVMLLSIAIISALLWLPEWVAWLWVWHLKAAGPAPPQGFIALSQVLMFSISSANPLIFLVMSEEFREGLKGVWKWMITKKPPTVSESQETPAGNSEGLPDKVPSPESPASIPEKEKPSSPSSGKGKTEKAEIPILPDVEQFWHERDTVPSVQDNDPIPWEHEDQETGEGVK
FBW7 activator: activators of human E3 ligase FBW7. AlphaScreen FBW7–phospho-cyclin E peptide binding, activator screen. Q969H0. AID 1259310. hit rate 0.13% among 650,000. normalized activity (activation), % at 26.1 µM; in the data active = normalized activity above about 1.9%;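 note: purified mutant Fbw7 with reduced substrate affinity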
Target sequence (Q969H0 whole entry, looked up): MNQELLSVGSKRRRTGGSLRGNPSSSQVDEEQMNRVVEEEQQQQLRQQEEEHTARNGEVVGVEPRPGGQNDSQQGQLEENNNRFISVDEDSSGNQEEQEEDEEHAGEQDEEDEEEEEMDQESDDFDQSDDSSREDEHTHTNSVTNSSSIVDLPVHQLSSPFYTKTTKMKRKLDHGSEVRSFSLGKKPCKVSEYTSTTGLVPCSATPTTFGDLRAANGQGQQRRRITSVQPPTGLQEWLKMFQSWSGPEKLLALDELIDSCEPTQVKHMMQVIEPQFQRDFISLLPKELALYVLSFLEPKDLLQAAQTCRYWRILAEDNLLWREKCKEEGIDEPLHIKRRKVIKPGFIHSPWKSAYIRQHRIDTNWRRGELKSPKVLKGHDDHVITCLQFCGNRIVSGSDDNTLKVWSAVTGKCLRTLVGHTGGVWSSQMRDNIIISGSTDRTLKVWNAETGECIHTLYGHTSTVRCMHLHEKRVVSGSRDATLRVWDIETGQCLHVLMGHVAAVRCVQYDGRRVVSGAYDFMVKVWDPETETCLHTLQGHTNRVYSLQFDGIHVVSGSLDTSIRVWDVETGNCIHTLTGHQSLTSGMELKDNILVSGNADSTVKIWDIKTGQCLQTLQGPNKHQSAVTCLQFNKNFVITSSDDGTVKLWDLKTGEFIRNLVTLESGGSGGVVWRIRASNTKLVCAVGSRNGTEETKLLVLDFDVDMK
* = called active by the depositor; . = not tested or not shown; & = joins results of further samples.

item	Structure	MITF primary	TEAD-YAP inh	GPR151 activ	FBW7 activator
1	COc1ccccc1CNC(=O)c1c(C)[nH]c(C(C)=O)c1C	8	7	-0.5	0.1
2	N#CCOc1ccccc1/C=C1\C(=O)NN(c2ccc(Cl)c(Cl)c2)C1=O	20	-5	1.3	0.1
3	C=CCN1C(=O)/C(=C\c2ccc(I)cc2)SC1=Nc1ccccc1	4	-8	-0.7	0.1
4	Cc1ccc(-n2c(C)c(C)c(C#N)c2N)cc1	-2	9	0.9	0.0
5	O=C(COc1ncnc2ccc(Br)cc12)N1CCCC1	14	9	-0.2	0.3
6	COc1ccc(-c2cc(=O)oc3cc(C)cc(OCC(N)=O)c23)cc1	9	-5	2.6	0.0
7	Cc1cccc(-c2nc(C(N)=O)c3[nH]c(=O)n(-c4cccc(C)c4)c3n2)c1	-1	-7	-0.2	0.0
8	Cc1nnc(NC(=O)c2ccc(Cl)c(Cl)c2)s1	1	4	1.6	0.2
9	O=C(OCC(=O)N1CCc2ccccc21)c1ccc[n+]([O-])c1	-12	0	2.5	0.2
10	Cc1c(C(=O)C2CC2)cnc2cc3c(cc12)OCO3	4	-29	0.3	0.1
11	O=C(Cc1ccccc1)NCc1cccnc1	12	-2	-0.3	-0.1
12	Cc1ccccc1NC(=O)C1c2cccc[n+]2CC(=O)N1Cc1ccc2c(c1)OCO2 (stereo unspecified)	21	3	0.4	-0.3
13	C=C(C)CN(CC)C(=O)CC1C(=O)NCCN1Cc1ccc(OC)c(C)c1 (stereo unspecified)	3	0	-1.1	0.1
14	Cc1ccc(-n2c(-c3ccc(F)cc3)cn3c4c(=O)n(C)c(=O)n(C)c4nc23)cc1	2	6	0.7	-0.1
15	CCOc1ccc(/C=C2\N=C(c3cc(OC)c(OC)c(OC)c3)OC2=O)cc1	-27	2	3.3	-0.1
16	COc1ccc(-n2cc(-c3ccccc3)c3c(NCCO)ncnc32)cc1	-47	2	-0.9	-0.2
17	COC(=O)COc1ccc(/C=N/NC(=O)COc2ccccc2OC)cc1	4	9	-0.1	0.1
18	Cc1cc(OCC(=O)NNC(=O)c2ccccc2)cc(C)c1Cl	-3	8	0.6	0.1
19	COC(=O)c1ccc(COc2ccc(C)cc2[N+](=O)[O-])o1	1	-61	0.8	-0.1
20	COc1ccc(Cl)cc1-n1c(-c2cccnc2)n[nH]c1=S	0	2	-0.1	-0.1
21	Nc1nc(NCc2cccnc2)cc(NCc2cccc(C(F)(F)F)c2)n1	12	0	1.2	0.1
22	CCCCNC(=O)C1c2ccccc2C(=O)N(c2ccc(OC)cc2)C1c1ccc(OC)cc1 (stereo unspecified)	9	-2	-0.2	0.2
23	Nc1nc(C2(c3ccccc3)CCCC2)cs1	-1	-1	-0.5	0.0
24	CC(=O)NC(=O)c1cc2ccc(OC(C)=O)cc2oc1=Nc1ccc(Cl)cc1Cl	19	-51	-2.3	0.0
25	C=C(C)CNC(=S)N/N=C/c1ccsc1	-4	-1	0.3	-0.1

Some of the entries so far, with values under each structure:
Results follow in this order: MITF primary | TEAD-YAP inh | GPR151 activ | FBW7 activator
18. Cc1cc(OCC(=O)NNC(=O)c2ccccc2)cc(C)c1Cl
 : -3 | 8 | 0.6 | 0.1
20. COc1ccc(Cl)cc1-n1c(-c2cccnc2)n[nH]c1=S
 : 0 | 2 | -0.1 | -0.1
3. C=CCN1C(=O)/C(=C\c2ccc(I)cc2)SC1=Nc1ccccc1
 : 4 | -8 | -0.7 | 0.1

Continued.
item	Structure	MITF primary	TEAD-YAP inh	GPR151 activ	FBW7 activator
26	CC(C)C1Cc2c(sc3nc(SCC(=O)c4ccc(Br)cc4)n(-c4ccccc4)c(=O)c23)CO1 (stereo unspecified)	-1	2	-0.5	0.1
27	O=C(NCc1cccs1)c1ccc(Cn2cnc3ccccc32)o1	18	6	-1.0	0.9
28	CCNc1cc(C(=O)Nc2ccc(NC(C)=O)cc2)c2ccccc2n1	2	5	-0.5	0.2
29	O=C(Cc1ccccc1)Nc1cccnc1	17	7	-0.3	0.0
30	OC1CCC(Nc2cc(NCCOc3ccccc3)ncn2)CC1 (stereo unspecified)	2	-12	-0.6	0.1
31	CC(N)=Nc1ccc([N+](=O)[O-])cc1	-2	1	-0.4	-0.2
32	O=C(NC1CCCCC1)C(c1ccccc1F)N(CC1CCCO1)C(=O)c1csnn1 (stereo unspecified)	-3	7	1.6	0.0
33	C/C(=N\NC(=O)C1(C)CC1(Br)Br)c1ccc([N+](=O)[O-])cc1 (stereo unspecified)	-17	9	4.4	0.0
34	Cc1cc(C)n(CNc2nc(C(F)(F)F)cs2)n1	0	7	1.4	-0.1
35	CCN(CC)c1ccc2cc(C(N)=O)c(=Nc3ccc(-c4ccccc4)cc3)oc2c1	-4	-1	1.9	-0.1
36	Cc1nn(C)c(C)c1NC(=O)Cn1nc2n(Cc3ccccc3F)c3ccccc3n2c1=O	14	-3	-0.3	0.1
37	Cc1cc2ccccc2c(=O)n1CC(=O)NCc1ccc(F)cc1	-10	4	-0.6	0.0
38	O=C(Nc1ccc2oc(-c3cc(Cl)ccc3Cl)nc2c1)c1cccc(I)c1	12	-9	0.1	0.0
39	O=C(Nc1cc(F)c(-c2cn[nH]c2)cc1N1CCC(O)CC1)[C@H]1Cc2ccccc2CN1	17	28	1.1	0.1
40	CCOC(=O)CN1C(=O)N[C@@H](c2ccc(Br)cc2)C(C(C)=O)=C1C	20&3	.	-1.7&0.7	0.0&0.0
41	CC12CC[C@H](CC1=O)C2(C)C	-14&7	-11&-4	-0.3&2.6	0.1&0.0
42	Cc1ccc(NC(=O)CCCN2C(=O)c3ccccc3C2=O)cc1	1	-2	-1.9	0.6
43	CCCC(=O)OCC(=O)Nc1ccc([N+](=O)[O-])cc1C#N	3	12	2.0	-0.1
44	COc1ccc(CN2CCN(Cc3cccc(C)n3)CC2CCO)cc1C (stereo unspecified)	3	14	-0.9	0.3
45	CCOc1ccc(/C=N/NC(=O)COc2ccc(F)cc2)cc1	8	-6	1.0	0.0
46	O=C(CSc1ccccc1)Nc1cccc(Oc2ccc3c(c2)C(=O)NC3=O)c1	-3	1	-0.9	-0.2
47	COc1ccc(-c2nc(NCCN(C(C)C)C(C)C)c3ncn(C(C)C)c3n2)cn1	4	24	-0.7	0.2
48	CC1(CC(=O)N/N=C/c2ccc(C(=O)O)cc2)OCCO1	-24	11	-0.8	-0.1
49	COc1ccc(/C=C2\N=C(c3ccc(OC)c([N+](=O)[O-])c3)OC2=O)cc1	20	3	0.2	1.2
50	COc1cc(/C=C2/C(=N)N3N=C(Cc4ccccc4)SC3=NC2=O)ccc1OCCOc1cc(C)cc(C)c1	-4	-1	-2.4	0.0
51	CCOC(=O)c1c(NC(=O)CSc2nnc(CNC(=O)c3c(F)cccc3Cl)n2-c2ccc(OCC)cc2)sc2c1CCC2	-5	3	0.6	0.0
52	CNC(=O)CSc1nnc2c(Cl)cc(Cl)cn12	-2	9	-1.7	0.4
53	COc1ccc(C2C=C(c3ccccc3)Nc3nnnn32)cc1 (stereo unspecified)	13	-41	-1.2	0.1
54	COc1ccc(CNC(=O)CCc2sc(C)nc2-c2cccs2)cc1OC	22	5	1.1	0.9
55	O=C(NC(=S)Nc1nccs1)c1ccccc1Cl	-8	-31	2.8	-0.1
56	O=C(NCc1ccccc1)c1ccccc1[N+](=O)[O-]	9	-1	0.2	0.0
57	Cc1cccc(-n2c(SCC(=O)N3CCOCC3)nnc2-c2ccoc2C)c1C	6	-5	1.0	-0.1
58	N#Cc1c(N)n(CCNC(=O)Nc2cccc(C(F)(F)F)c2)c2nc3ccccc3nc12	-4	0	0.2	0.5
59	O=C(N/N=C/c1cccc(O)c1)C(O)c1ccccc1 (stereo unspecified)	-10	-14	-1.7	-0.1
60	Cc1cc(C(=O)NCC(=O)OCC(=O)Nc2ccc(F)c(F)c2F)ccc1[N+](=O)[O-]	-2	-6	0.1	-0.1
61	Cc1cccc(C)c1NC(=O)C1(N(CCc2c(C)[nH]c3ccccc23)C(=O)c2ccc(O)cc2)CCCCC1	3	-1	1.4	0.1
62	CCOC(=O)C1=C(O)/C(=C/c2cccs2)SC1=Nc1ccc([N+](=O)[O-])cc1	-1	11	-0.3	-0.1
63	Clc1cccc(-n2cc(-c3ccccc3)c3c(N4CCCCC4)ncnc32)c1	3	5	-2.0	0.1
64	COc1ccc(OC)c(/C=C2\SC(N3CCCC(C)C3)=NC2=O)c1 (stereo unspecified)	-9	-10	-0.1	0.1
65	CC(C)NC(=O)/C=C/c1cccc([N+](=O)[O-])c1	-4	3	-0.1	0.6
66	CC(=O)Nc1nonc1-c1nc2ccccc2n1Cc1ccc(Br)cc1	0	4	-1.3	0.8
67	CCOc1ccccc1-n1c(COc2cccc(C)c2)nnc1SCC(N)=O	8	-6	-1.1	0.1
68	CNC(=O)CN(c1cc([N+](=O)[O-])ccc1OC)S(C)(=O)=O	-1	-2	0.5	0.1
69	CC(NC(=O)/C(=C/c1ccccc1)NC(=O)c1ccccc1)C(=O)O (stereo unspecified)	-5	-8	2.5	-0.6
70	COC(=O)c1ccccc1NC(=O)CN1CCC(NC(=O)c2ccco2)CC1	12	8	1.5	-0.1
71	Cc1cc(NC(=O)CCC(=O)N(CC(=O)NCC2CCCO2)Cc2ccc(F)cc2)no1 (stereo unspecified)	7	-2	0.0	1.3
72	Cc1c(Cl)cccc1NS(=O)(=O)c1c[nH]c2ccc([N+](=O)[O-])cc12	16	9	0.1	-0.1
73	CN(CCc1ccccn1)C(=O)CCC1CCCN(C(=O)Cc2cccnc2)C1 (stereo unspecified)	5	7	-0.4	0.0
74	COc1ccc(N2CC(O)(c3ccc([N+](=O)[O-])cc3)[N+]3=C2SCCC3)cc1 (stereo unspecified)	-3	10	1.2	-0.1
75	CN1C(=O)C(=O)/C(=C(\O)c2ccc(F)cc2)C1c1ccc(F)cc1 (stereo unspecified)	-9	-8	0.8	-0.1

A different layout for 4 compounds above.
Every second line gives: MITF primary | TEAD-YAP inh | GPR151 activ | FBW7 activator
68) CNC(=O)CN(c1cc([N+](=O)[O-])ccc1OC)S(C)(=O)=O
→ -1 | -2 | 0.5 | 0.1
71) Cc1cc(NC(=O)CCC(=O)N(CC(=O)NCC2CCCO2)Cc2ccc(F)cc2)no1 (stereo unspecified)
→ 7 | -2 | 0.0 | 1.3
59) O=C(N/N=C/c1cccc(O)c1)C(O)c1ccccc1 (stereo unspecified)
→ -10 | -14 | -1.7 | -0.1
57) Cc1cccc(-n2c(SCC(=O)N3CCOCC3)nnc2-c2ccoc2C)c1C
→ 6 | -5 | 1.0 | -0.1

Additional structures:
item	Structure	MITF primary	TEAD-YAP inh	GPR151 activ	FBW7 activator
76	NS(=O)(=O)c1ccc(NNC(=S)NC(=O)c2ccco2)c([N+](=O)[O-])c1	12	17	1.1	-0.6
77	COc1cc(N2CCN(S(=O)(=O)c3ccccc3)CC2)nc(OC)n1	-8	7	1.6	-0.3
78	Oc1cccc(-c2cnc3c(Nc4cccc(C(F)(F)F)c4)nccn23)c1	19	-3	0.6	0.5
79	Cc1ccc(C(=O)Nn2cnnc2)cc1Cl	1	8	1.7	0.0
80	COC(=O)c1ccn(C(=O)c2ccc(Cl)cc2)n1	-3	17	-0.4	0.0
81	Cc1occc1-c1n[nH]c(=S)n1Cc1ccccc1	-1	-1	0.2	0.0
82	O=C(CSc1cn(Cc2ccc(F)cc2)c2ccccc12)N1CCCc2ccccc21	-1	-8	0.7	0.0
83	O=C(Nc1ccc(S(=O)(=O)NCc2ccco2)cc1)c1ccc([N+](=O)[O-])cc1[N+](=O)[O-]	2	-1	1.4	-0.1
84	O=C(NC1CC1)c1cc([N+](=O)[O-])ccc1Cl	-11	3	-0.1	0.2
85	CCCOc1ccc(C(=O)Nc2ccc3c(c2)Cc2ccccc2-3)cc1	-3	-2	0.0	-0.1
86	COc1cc(NC(=O)C(C)Oc2ccccc2)cc(OC)c1 (stereo unspecified)	5	8	2.2	0.4
87	CCOc1ccc(S(=O)(=O)N2CCN(C34CC5CC(CC(C5)C3)C4)CC2)c2ccccc12	4	-1	-1.1	0.7
88	COc1ccccc1N1CCN(CC(=O)Nc2cc(C)ccc2C)CC1	30	-3	-0.3	0.0
89	CCNc1cc(C(=O)Nc2ccc3c(c2)OCO3)c2ccccc2n1	3	3	1.2	0.1
90	CN(C)c1ccc(/C=C(\C#N)c2[nH]nc(N)c2C#N)cc1[N+](=O)[O-]	0	-28	1.2	0.1
91	O=C1C2ON(c3ccccc3)C(c3ccc(F)cc3)C2C(=O)N1c1ccc([N+](=O)[O-])cc1 (stereo unspecified)	6	-2	0.6	-0.1
92	Cc1ccc(NCC(O)Cn2c(-c3ccccc3)c(-c3ccccc3)c3cc(C)cc(C)c32)cc1 (stereo unspecified)	19	-11	1.0	1.1
93	COc1cc(NC(=O)c2ccc(F)cc2)cc(-n2cnnn2)c1	-8	8	-1.0	0.0
94	CCOCCCNCc1cc(OC)ccc1OC	26	-3	0.0	0.0
95	Cc1ccc(C(=O)COC(=O)c2ccc3c(c2)C(=O)N(c2ccc(F)cc2)C3=O)cc1[N+](=O)[O-]	9	-11	-0.4	0.3
96	CCC(=O)NC(c1ccccc1Cl)c1cc([N+](=O)[O-])c2cccnc2c1O (stereo unspecified)	72*	3	-0.6	-0.9
97	COCC(C)NCC(=O)Nc1ccc(SC(F)F)cc1 (stereo unspecified)	24	-9	1.5	-0.2
98	O=C(Nc1c(C(=O)N2CCN(Cc3ccccc3)CC2)cnn1-c1ccccc1)c1ccc(Br)cc1	11	1	-1.5	-0.1
99	CCc1nnc(NC(=O)CSc2ccc(-c3nc4ccccc4[nH]3)cn2)s1	0	-54	-10	0.0
100	CC(=O)c1ccc(NC(=O)c2cc([N+](=O)[O-])ccc2Cl)cc1	12	-5	0.6	-0.3
101	COc1ccc(C(=O)NNC(=O)CSc2nnc(C3CC3)n2C)cc1	2	4	0.7	-0.1
